TEAD-YAP inh = TEAD-YAP interaction inhibition. HEK-TIYL cells, TEAD-Gal4/YAP UAS-luciferase luminescence. AID 1259422. 1.4% of 640,000 active. inhibition, % at 9.12 µM; in the data active = inhibition above about 32%;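 also: 0% = median of test compound wells and 100% = reference inhibitor wells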
FBW7 activator = human FBW7 E3 ligase activation, primary screen; normalized activity (activation), % at 26.1 µM; 0.13% of 650,000 active; Q969H0; AlphaScreen FBW7–phospho-cyclin E peptide binding, activator screen; in the data active = normalized activity above about 1.9%;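 also: purified mutant Fbw7 with reduced substrate affinity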
GPR151 activ = activators of human GPR151. PathHunter beta-arrestin GPR151 cells, luminescence. activation, % at 11.2 µM. 1% of 650,000 active. AID 1508602; in the data active = activation above about 4.9%;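 also: 0% = median of compound wells and 100% = cells with positive control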
Target sequence (Q8TDV0 whole entry, looked up): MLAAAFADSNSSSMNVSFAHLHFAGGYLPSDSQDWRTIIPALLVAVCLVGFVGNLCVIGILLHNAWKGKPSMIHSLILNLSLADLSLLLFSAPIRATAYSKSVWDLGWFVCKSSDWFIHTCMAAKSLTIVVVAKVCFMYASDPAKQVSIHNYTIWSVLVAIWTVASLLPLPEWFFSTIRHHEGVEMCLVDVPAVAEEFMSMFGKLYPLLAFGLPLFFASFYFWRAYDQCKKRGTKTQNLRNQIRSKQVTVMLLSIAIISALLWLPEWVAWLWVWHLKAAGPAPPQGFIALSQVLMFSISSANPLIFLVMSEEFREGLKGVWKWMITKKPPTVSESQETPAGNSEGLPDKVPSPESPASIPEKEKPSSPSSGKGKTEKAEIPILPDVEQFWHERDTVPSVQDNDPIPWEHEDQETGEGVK
MITF inh = human MITF inhibition, primary screen | O75030 | AlphaScreen MITF homodimerization, bead proximity signal | inhibition, % at 2.6 µM | 0.91% of 650,000 active | AID 1259374; in the data active = inhibition above about 50%;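 also: 0% = vehicle wells with protein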
Target sequence (O75030 whole entry, looked up): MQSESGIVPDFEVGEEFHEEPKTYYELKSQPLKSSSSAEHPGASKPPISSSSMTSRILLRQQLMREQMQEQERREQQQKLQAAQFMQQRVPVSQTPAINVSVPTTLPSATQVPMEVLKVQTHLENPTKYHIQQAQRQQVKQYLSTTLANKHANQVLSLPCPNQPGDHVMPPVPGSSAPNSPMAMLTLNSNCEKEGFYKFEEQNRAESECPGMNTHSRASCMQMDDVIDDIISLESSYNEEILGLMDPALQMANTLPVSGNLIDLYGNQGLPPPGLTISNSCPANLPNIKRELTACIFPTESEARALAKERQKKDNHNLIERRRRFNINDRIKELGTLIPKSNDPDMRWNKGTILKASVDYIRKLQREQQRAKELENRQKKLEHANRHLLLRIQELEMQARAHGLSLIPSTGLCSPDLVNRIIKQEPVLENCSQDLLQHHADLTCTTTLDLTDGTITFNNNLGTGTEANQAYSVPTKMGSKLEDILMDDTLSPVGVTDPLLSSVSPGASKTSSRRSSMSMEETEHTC
An asterisk follows results filed as active; · = not tested or not shown. An unsorted share of the library (roughly 3.4% active in at least one column).

no.	molecule	TEAD-YAP inh	FBW7 activator
1	Cc1nc(C)n(-c2ccc(Nc3cc(-c4nn(-c5ccc(C(N)=O)cc5)cc4-c4ccccc4)ccn3)cc2)n1	8	-0.3
2	Cc1ccc(Nc2ccc(NC(=O)C(C)C)cc2)nn1	-7	-0.2
3	C/C(Cc1ccc2c(c1)OCO2)=N\NC(=O)c1cccnc1	-7	1.1
4	CCC(=O)Nc1sc(C)c(CC)c1C(=O)NC1CC1	9	-0.2
5	CCOC(=O)C1=C(C)N=c2s/c(=C\c3ccc(Br)o3)c(=O)n2C1c1ccccc1OC (stereo not given)	-12	0.1
6	CC(=O)C1=C(C)NC(SCc2ccc(F)cc2)=C(C#N)[C@@H]1c1ccccc1[N+](=O)[O-]	-1	0.3
7	CCSCCOC(=O)C1=C(C)NC2=C(C(=O)CCC2)C1c1ccc2c(c1)c1ccccc1n2CC (stereo not given)	2	-0.1
8	CC1CC(=O)N(c2ccc(N3CCC(C(N)=O)(N4CCCCC4)CC3)c([N+](=O)[O-])c2)C1=O (stereo not given)	-6	0.0
9	COc1ccc(/C=N/NC(=O)C2CC(=O)N(c3ccc(Cl)cc3)C2)cc1 (stereo not given)	0	0.0
10	CC1(C)Cc2c(sc3nc(NNCCC(=O)O)[nH]c(=O)c23)CO1	1	-0.1
11	CC(/C=C(\NC(=O)c1ccccc1)C(=O)N/N=C/c1ccncc1)=C\c1ccccc1	-3	-0.2
12	CCOc1ccc(S(=O)(=O)N2CCCC2)c2ccccc12	-12	0.0
13	Cc1nnc(N/N=C/c2cccc(C(F)(F)F)c2)n1N	1	-0.4
14	COc1ccc(-c2nnc(Nc3nc4cc5c(cc4s3)OCO5)o2)c(OC)c1	1	0.7
15	CCOC(=O)c1oc2ccccc2c1NC(=O)c1nn(C)cc1C	-3	0.2

no.	GPR151 activ	MITF inh
1	1.7	-1
2	-1.8	10
3	-0.3	10
4	0.1	3
5	-1.5	10
6	-0.7	21
7	-0.4	0
8	-0.1	-5
9	1.8	3
10	-0.4	-6
11	0.1	-3
12	-0.7	-10
13	-0.2	-6
14	0.9	4
15	-1.3	-4

New compounds follow.
no.	molecule	TEAD-YAP inh	FBW7 activator
16	CC(=O)OCCCNc1cc(Sc2ccc(C)cc2)c2nonc2c1[N+](=O)[O-]	-3	-0.1
17	CC(Br)c1nc2ccccc2c(=O)[nH]1 (stereo not given)	-2	-0.3
18	COc1ccc(-c2cc(C(F)(F)F)n3ncc(C(=O)N4CCN(c5cccc(Cl)c5)CC4)c3n2)cc1OC	-22	-0.2
19	CCCC(=O)Nc1nn2c(-c3ccco3)nnc2s1	3	-0.1
20	Cc1cc2c(cc3c(=O)n(CC(=O)NC(c4ccccc4)c4ccccc4)nc(C)n32)o1	-3	0.0
21	CCn1c2ccccc2c2nnc(SCC(=O)Nc3ncc([N+](=O)[O-])s3)nc21	-2	0.1
22	COC(=O)C1=CN(c2cccc(C(F)(F)F)c2)C=C(C(=O)OC)C1c1cccc(O)c1	5	0.0
23	Cc1nc2ccccc2c(=O)n1-c1cccc(NC(=O)COc2ccccc2)c1	-13	0.0
24	O=C(c1cnn2ccccc12)N1CCN(C2CCCCC2)CC1	-5	-0.1
25	COc1ccc(CNc2ccc3ncc(-c4ccc(N(C)C)cc4)n3n2)cc1	9	0.1
26	COc1ccc(OC)c(NC(=O)c2c(NCc3ccc(OC)c(OC)c3OC)sc3c2CCCC3)c1	-4	-0.2
27	Cc1c(C(=O)Nc2ccc(F)c(Cl)c2)sc2ncn(CC(=O)N3CCOCC3)c(=O)c12	-1	0.0
28	CCOC(=O)c1nnn(-c2nonc2N)c1CN1CCC(=O)CC1	-3	-0.3
29	C=CCn1ncc(=O)n(CC=C)c1=O	8	0.0
30	N=C1C(c2nc(-c3ccc(Cl)cc3)cs2)=C(O)CN1c1ccc2c(c1)OCO2	1	-0.1

no.	GPR151 activ	MITF inh
16	0.8	9
17	-0.1	-3
18	0.2	8
19	1.8	-5
20	-1.5	-17
21	-0.5	-16
22	-0.4	11
23	-1.2	-11
24	-0.2	-8
25	4.0	9
26	0.4	0
27	1.1	-9
28	-0.3	5
29	0.5	3
30	4.1	3

Next part, starting with the last 7 of the part before.
no.	molecule	TEAD-YAP inh	FBW7 activator
24	O=C(c1cnn2ccccc12)N1CCN(C2CCCCC2)CC1	-5	-0.1
25	COc1ccc(CNc2ccc3ncc(-c4ccc(N(C)C)cc4)n3n2)cc1	9	0.1
26	COc1ccc(OC)c(NC(=O)c2c(NCc3ccc(OC)c(OC)c3OC)sc3c2CCCC3)c1	-4	-0.2
27	Cc1c(C(=O)Nc2ccc(F)c(Cl)c2)sc2ncn(CC(=O)N3CCOCC3)c(=O)c12	-1	0.0
28	CCOC(=O)c1nnn(-c2nonc2N)c1CN1CCC(=O)CC1	-3	-0.3
29	C=CCn1ncc(=O)n(CC=C)c1=O	8	0.0
30	N=C1C(c2nc(-c3ccc(Cl)cc3)cs2)=C(O)CN1c1ccc2c(c1)OCO2	1	-0.1
31	CCOC(=O)c1cnc(OC)[nH]c1=O	3	0.0
32	COc1cc(/C=C(/NC(=O)c2ccc(Cl)cc2Cl)C(=O)O)cc(OC)c1OC	3	0.0
33	CN(C)C(=O)CSc1nnc(Cc2ccccc2)n1Cc1ccco1	2	0.0
34	COc1ccccc1-c1noc(-c2ccccc2C)n1	-14	0.1
35	CC(C)N1CCC(=NNC(=O)c2cc(O)c(O)c(O)c2)CC1	3	-0.2
36	O=C(Nc1ccc(S(=O)(=O)Nc2cccc(F)c2)cc1)c1ccccc1Cl	16	0.2
37	CCCCN(CC(N)=O)S(=O)(=O)c1ccccc1	7	0.0
38	NC(=O)C(CO)NC(=O)CNC(=O)OCc1ccccc1 (stereo not given)	10	0.3
39	Cn1c2ccc(F)cc2c2nnc(SCc3cccnc3)nc21	-14	0.7
40	CC(=O)NC1=NC(=O)/C(=C\c2ccc3c(c2)OCO3)S1	-1	0.0
41	COC(=O)c1c(-c2cc(C)ccc2C)csc1NC(=O)CCC(=O)O	-1	0.0
42	CCCc1ccccc1OCCNS(=O)(=O)c1cccc([N+](=O)[O-])c1	8	-0.1
43	O=C1N[C@@H](Cc2ccc(Cl)cc2)C(=O)N2CCN(S(=O)(=O)c3ccc(Cl)cc3)C[C@H]12	-2	0.2
44	CC(Oc1ccccc1)C(=O)N/N=C/c1cc(Br)ccc1O (stereo not given)	9	-0.2
45	CCN(CC)c1cc(C)c2cc(NC(=O)CNC(C)=O)ccc2n1	-4	0.1

no.	GPR151 activ	MITF inh
24	-0.2	-8
25	4.0	9
26	0.4	0
27	1.1	-9
28	-0.3	5
29	0.5	3
30	4.1	3
31	-0.3	-5
32	-0.9	-6
33	-0.6	8
34	-1.2	11
35	0.3	85*
36	-0.8	8
37	2.4	-1
38	-0.8	15
39	0.5	9
40	-2.7	-17
41	0.1	8
42	0.3	-3
43	-0.7	-4
44	-0.3	-7
45	-0.3	20

(continued)
no.	molecule	TEAD-YAP inh	FBW7 activator
46	Cc1cc(=O)[nH]c(N/N=C2/CCc3ccccc3C2)n1	29	-1.1
47	O=C(NCc1ccco1)C(=O)N1CCCCCC1	5	0.0
48	CCCc1cc(=O)oc2cc(C)cc(OCC(C)=O)c12	6	0.1
49	O=C(O)C1CSC(c2ccccc2)N1C(=O)c1ccco1 (stereo not given)	-6	-0.1
50	C=CCC(C)(c1ccccc1)/[N+]([O-])=C/c1ccccc1 (stereo not given)	19	1.1
51	C=C(C)CNC(=O)CCc1nnc(C2(c3ccc(Cl)cc3)CCC2)o1	-54	0.6
52	CC(=O)Oc1cccc(/C=C2\N=C(c3ccc(Cl)cc3)OC2=O)c1	0	0.3
53	CCc1ccccc1NC(=O)Cn1ccn(Cc2ccc(OC)cc2)c(=O)c1=O	3	-0.1
54	Cc1cc(C)c(S(=O)(=O)NCCN2CCOC(c3ccccc3)C2)cc1C (stereo not given)	19	-0.1
55	CCOc1ccc(NC(=O)C2C3C=CC4(O3)C2C(=O)N(CCCOC)C4C(=O)NC2CCCCC2)cc1 (stereo not given)	11	0.0
56	COc1cccc(C2/C(=C(/O)c3ccc(Cl)cc3)C(=O)C(=O)N2c2cccnc2)c1 (stereo not given)	13	0.4
57	O=C(CCCOc1ccccc1)Nc1nnc(CCc2ccccc2)s1	-6	0.2
58	COc1cccc(-n2c(O)c(C=NCc3ccccc3F)c(=O)[nH]c2=O)c1	-3	0.1
59	O=C(O)c1ccc(S(=O)(=O)NC2CCCc3ccccc32)cc1 (stereo not given)	-7	0.0
60	N#C/C(=C(/O)c1ccc(I)cc1)c1nc2ccccc2s1	-51	0.0

no.	GPR151 activ	MITF inh
46	-0.4	46
47	-0.2	-13
48	0.9	17
49	-1.7	-1
50	-0.2	13
51	-0.6	-6
52	-1.3	-6
53	-1.9	6
54	2.8	-2
55	1.0	3
56	-0.1	12
57	1.4	4
58	-1.1	17
59	1.3	-21
60	-4.2	2

Additional entries follow.
no.	molecule	TEAD-YAP inh	FBW7 activator
61	CCOc1ccc(S(=O)(=O)N(CC)CC)cc1	11	0.0
62	O=C(NCc1cccc(F)c1)C1CC(O)CN1C(=O)Nc1ccccc1 (stereo not given)	-5	0.0
63	COc1cc(C(=O)NNC(=O)c2cc(F)c(F)cc2Cl)cc(OC)c1OC	-1	0.1
64	COc1ccccc1CNC(=O)Cn1nnnc1CN(C)C(C)C	-9	0.1
65	O=C(c1cc(-c2ccccc2F)no1)N1CCN(c2ccccc2)CC1	-6	-0.1
66	O=C1c2ccccc2CCC1CNCCc1ccc(O)cc1 (stereo not given)	·	-0.1
67	COC(=O)CN(c1cc(OC)ccc1OC)S(=O)(=O)c1ccc(C)cc1	44*	-0.1
68	COc1ccccc1/C=C/CN1CCC(Oc2cc(C(=O)NC3CC3)ccc2OC)CC1	0	-0.1
69	COc1ccc(NC(=O)CCOc2ccccc2)c(OC)c1	-12	0.2
70	O=C(NCc1ccco1)c1ccc(OCc2nc(C3CC3)cs2)cc1	-18	-0.3
71	COc1ccc(C)cc1S(=O)(=O)Nc1ccc(F)cc1F	-8	0.1
72	c1cnc(N2CC[N+]3(CCCC3)CC2)nc1	-7	-0.1
73	COCCn1c(=NC(=O)c2cccc(F)c2)sc2cc(OC)c(OC)cc21	-12	0.6
74	O=C(Cc1ccc(F)cc1)Nc1c2c(nn1-c1ccc([N+](=O)[O-])cc1)CSC2	8	1.2
75	Cc1cccc(NC(=O)c2ccccc2[N+](=O)[O-])c1	0	0.0

no.	GPR151 activ	MITF inh
61	2.7	-10
62	-1.1	-2
63	0.8	-3
64	0.7	-2
65	-0.4	9
66	-1.2	3
67	2.0	3
68	-0.9	4
69	0.6	6
70	-2.7	4
71	-0.3	-2
72	-0.4	-3
73	0.0	-12
74	-0.6	13
75	1.5	-2

The closing 4 entries of the part above are carried over, then new ones follow:
no.	molecule	TEAD-YAP inh	FBW7 activator
72	c1cnc(N2CC[N+]3(CCCC3)CC2)nc1	-7	-0.1
73	COCCn1c(=NC(=O)c2cccc(F)c2)sc2cc(OC)c(OC)cc21	-12	0.6
74	O=C(Cc1ccc(F)cc1)Nc1c2c(nn1-c1ccc([N+](=O)[O-])cc1)CSC2	8	1.2
75	Cc1cccc(NC(=O)c2ccccc2[N+](=O)[O-])c1	0	0.0
76	Cc1ccc(OCCNC(=O)c2cccc3ccccc23)cc1	-10	0.3
77	COc1ccc(-c2nnc3ccc(SC(C(C)=O)C(C)=O)nn23)cc1OC	5	0.2
78	Cc1c2cnn(CC(=O)O)c(=O)c2c(C)n1Cc1ccccc1Cl	-7	-0.1
79	CCOC(=O)C1=C(C)OC(N)=C(C#N)C1c1ccc(O)cc1 (stereo not given)	6	0.0
80	CC(C)NC(=O)c1ccc(COCC(F)(F)C(F)F)cc1	-12	0.3
81	CCN(CC)CCNC(=O)C1CCCCN1S(=O)(=O)c1cccc([N+](=O)[O-])c1 (stereo not given)	1	-0.1
82	O=C(Nc1cccc(-c2ccn[nH]2)c1)C1CCN(C2Cc3ccccc3C2)CC1	-6	-0.3

no.	GPR151 activ	MITF inh
72	-0.4	-3
73	0.0	-12
74	-0.6	13
75	1.5	-2
76	0.6	-5
77	0.3	9
78	0.1	12
79	0.8	5
80	-0.3	-12
81	0.5	-5
82	-1.7	-20

High-throughput results deposited in PubChem BioAssay by The Scripps Research Institute Molecular Screening Center.
